Screens: PubChem BioAssay, several laboratories
hiPSC survival: enhancers of single-cell hiPSC survival, primary screen, ATPlite luminescence; actives 0.044% (n = 360,000); 100% = ROCK inhibitor wells, 0% = DMSO; survival enhancement, % at 20 µM; AID 602274, 2012; in the data active = survival enhancement above about 18%;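 note: cells exposed to compounds for 16 hours before the ATP read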
Vif inh: HIV Vif self-association inhibitors, primary screen, imaging, HEK293T, single point. HEK293T cells, Vif self-association by quenched fluorescence, 24 h. inhibition, % at 7.49 µM. actives 0.35% (n = 340,000); in the data active = inhibition above about 50%, passing the limit was not always enough; note: some results filed as inactive read as strong as hits
Granule exo inh: LAMP-1 surface exposure blockers, TALL-104 cells – cell-based, flow cytometry, MLPCN library, primary screen; actives 0.66% (n = 360,000); TALL-104 LAMP-1 surface exposure; cells stimulated with thapsigargin and PMA; inhibition, % at 10 µM;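 active = inhibition above about 55%, limit read from the data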
CaV13 FRET inh: Disruptors of the CACNA1D IQ motif to Ca2+-dependent inactivation inhibitor domain association, primary screening, Förster resonance energy transfer in intact living …; actives 0.098% (n = 340,000); inhibition, % at 12.3 µM; HEK cells, CFP/YFP FRET ICDI-IQ, plate reader, 10 min; percent FRET-ratio fall versus neutral wells; AID 743397;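 active = mean replicate inhibition of at least 30% and at least 1% of replicates passing that level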;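 note: 0% = median of the neutral control wells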
Cardio protect: cardioprotection against H2O2-induced cell death, primary screen, uHTS, H9c2 cells, ATPLite luminescence. AID 588492, 2011. H9c2 cardiomyocytes, H2O2 injury protection, 2 h. protection from H2O2 cell death, % at 20 µM. actives 0.63% (n = 360,000);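 active = compounds giving at least 50% protection of heart cells from peroxide-induced death in the single-dose screen, raw or plate-pattern-corrected value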;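 note: 0% = DMSO wells with peroxide and 100% = DMSO wells without peroxide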
aDG glyco up: activators of alpha-DG glycosylation, primary screen, uHTS, Pro5-aDG cells, AlphaScreen; alpha-DG glycosylation AlphaScreen (IIH6); 0% Pro5, 100% B10-LARGE cell signal; activation, % at 10 µM; actives 0.22% (n = 360,000);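 active = activation of at least 8% versus controls, or a plate z-score of at least 8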;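 note: Pro5 are CHO cells carrying HIG-tagged alpha-DG that lacks glycosylation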
ABCB6 inh 2: ABCB6 transporter inhibitors, primary screen, K562-ABCB6 cells, flow cytometry, MLPCN library. K562-ABCB6 porphyrin accumulation, 1 h; stronger effect = lower value. fluorescence ratio to DMSO, % at 10 µM. actives 0.19% (n = 360,000);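 active = fluorescence ratio to DMSO below 75%, the collection mean minus 3 SD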;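 note: signal is porphyrin accumulated inside mitochondria; 100% equals median channel fluorescence of DMSO control wells; lower ratio means ABCB6 inhibition with less porphyrin fluorescence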
PDI inh: inhibitors of human PDI, primary screen, biochemical, turbidity, single point, plate reader | Protein disulfide-isomerase (Homo sapiens), P07237 | inhibition, % at 10 µM | PDI insulin aggregation turbidity, A650, 90 min | actives 0.052% (n = 350,000);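 active = mean inhibition across replicates of 30% or more, whatever share of single replicates reach that level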;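 note: absorbance from insulin aggregation driven by PDI reduction with DTT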
Target sequence (P07237 whole entry, looked up): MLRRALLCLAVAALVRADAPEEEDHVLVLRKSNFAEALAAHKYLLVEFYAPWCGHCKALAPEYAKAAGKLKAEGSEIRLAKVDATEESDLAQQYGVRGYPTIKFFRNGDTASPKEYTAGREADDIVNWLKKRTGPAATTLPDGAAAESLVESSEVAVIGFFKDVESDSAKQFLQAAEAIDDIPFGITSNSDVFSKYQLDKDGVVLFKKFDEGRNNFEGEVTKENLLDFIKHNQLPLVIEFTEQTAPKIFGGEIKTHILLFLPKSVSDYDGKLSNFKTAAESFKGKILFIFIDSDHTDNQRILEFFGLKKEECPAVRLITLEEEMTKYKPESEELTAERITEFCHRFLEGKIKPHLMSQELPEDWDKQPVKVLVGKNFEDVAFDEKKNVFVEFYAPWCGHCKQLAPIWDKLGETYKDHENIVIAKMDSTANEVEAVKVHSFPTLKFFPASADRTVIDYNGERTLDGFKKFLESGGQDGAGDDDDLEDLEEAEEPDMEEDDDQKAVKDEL
HTR2A ag: mouse Htr2a agonists via beta-arrestin recruitment, primary screen, cell-based, luminescence; 5-hydroxytryptamine receptor 2A (Mus musculus), P35363; CHO-K1 mHTR2A beta-arrestin complementation; percent of 30 µM serotonin response; activation, % at 7.6 µM; actives 0.66% (n = 360,000); AID 624169, 2012;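 active = activation above a run cutoff, the mean activation of all tested compounds plus 3 SD, cut at about 14% in these data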;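 note: 0% = plate median of compound wells and 100% = 30 µM serotonin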
Target sequence (P35363 whole entry, looked up): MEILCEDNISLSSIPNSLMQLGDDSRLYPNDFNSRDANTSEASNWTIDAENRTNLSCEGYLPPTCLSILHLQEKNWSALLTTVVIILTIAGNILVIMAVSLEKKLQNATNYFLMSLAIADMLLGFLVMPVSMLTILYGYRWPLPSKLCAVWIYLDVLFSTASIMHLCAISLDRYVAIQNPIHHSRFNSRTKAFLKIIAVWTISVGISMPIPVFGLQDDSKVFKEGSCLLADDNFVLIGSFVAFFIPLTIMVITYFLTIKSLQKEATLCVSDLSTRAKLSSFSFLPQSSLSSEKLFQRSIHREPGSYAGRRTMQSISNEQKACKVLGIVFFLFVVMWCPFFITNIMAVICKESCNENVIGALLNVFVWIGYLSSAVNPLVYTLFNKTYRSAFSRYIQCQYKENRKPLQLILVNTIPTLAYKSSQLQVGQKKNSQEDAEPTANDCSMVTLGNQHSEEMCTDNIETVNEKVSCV
N-glyco inh: increase of ERlucT glycosylation luciferase signal, primary screen, N-linked glycosylation inhibitor project, D54 ERlucT cells, luminescence, set 2 | reporter increase, % at 12.5 µM | D54 ERlucT glycosylation luciferase reporter, 24 h; percent of 100 nM tunicamycin response | actives 0.23% (n = 360,000) | AID 588692, 2011;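 active = mean luciferase reporter signal, scaled so untreated is 0 and the glycosylation-blocking control 100, at or above a set limit in every replicate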;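 note: luciferase carries N-glycosylation sites so blocking glycosylation raises the light; 0% = median of neutral control wells and 100% = median of 100 nM tunicamycin wells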
Numbers without * were called inactive; nt = not tested or not shown.

mol	hiPSC survival	Vif inh	Granule exo inh	CaV13 FRET inh	Cardio protect	aDG glyco up	ABCB6 inh 2	PDI inh	HTR2A ag	N-glyco inh
CCOC(=O)c1c(NC(=O)CSc2nnc(-c3ccncc3)n2Cc2ccco2)sc(C(C)=O)c1C	2.4	-2.0	1.8	nt	16.7	-0.1	108.0	-10.8	3.0	-2.0
COc1ccc(N/C(N)=N/c2nc(CSc3ccc(C)cc3)cc(=O)[nH]2)cc1	1.2	-5.2	-2.6	nt	11.0	-0.1	84.0	2.2	-3.8	-5.4
Cc1cc(=O)oc2cc(NC(=O)COc3ccccc3[N+](=O)[O-])ccc12	-0.3	11.6	-1.1	-2.3	10.3	0.1	95.0	15.3	0.2	1.3
CC1CCCC(C)N1C(=O)COC(=O)c1ccc(O)cc1 (configuration not stated)	8.4	-4.6	0.8	-2.9	2.8	0.0	92.0	6.2	1.1	-0.7
O=S(=O)(c1ccc(Oc2ccc(Br)cc2)cc1)N1CCOCC1	-3.9	-9.3	0.3	-0.7	-19.1	1.4	96.0	-6.3	5.4	-0.9
Cc1c(NC(=O)CSc2ccc(Cl)cc2)cccc1-c1nc2ncccc2o1	-1.8	-9.7	0.0	-7.8	25.7	0.3	96.0	-4.1	0.1	-1.4
COCc1cc(CN2CCCC(C(=O)Nc3cccc(-n4cnnn4)c3)C2)ccc1OC (configuration not stated)	-0.4	-4.0	-10.2	-3.2	0.3	0.1	99.0	0.2	-10.7	0.5
CSC1=NCCN1S(=O)(=O)c1ccc2ccccc2c1	1.5	-3.1	-0.4	6.0	-5.4	-0.1	101.0	11.1	6.3	-0.5
CC(C)(C)N(Cc1ccccc1)C(=O)COC(=O)c1ccc2ccccc2n1	-3.5	8.4	-3.0	-5.1	0.0	0.0	97.0	4.0	-2.8	0.6
CCCCNC(=O)c1onc(CSc2ccc(F)c(F)c2)c1C(=O)O	-1.8	-2.0	5.9	-10.9	-2.0	-0.3	100.0	1.2	-1.6	2.4
O=Nc1c2cc3ccccc3[nH]c-2c2ccccc12	-3.5	-12.3	3.4	-7.2	-4.6	-0.2	100.0	-2.1	3.2	-12.0
COC(=O)c1cc2n(n1)CCN(Cc1cccc(OC)c1)C2=O	0.0	7.0	-1.3	1.6	0.4	0.8	96.0	-1.7	0.7	-1.1
CCC(C)(C)C1CCc2[nH]nc(C(=O)NCCCNC(=O)OC(C)(C)C)c2C1 (configuration not stated)	1.8	-13.1	-1.7	-9.6	-1.1	-0.2	97.0	-6.4	4.9	-1.1
O=C(COC(=O)c1c[nH]c2ccccc12)NC1CCCC1	-1.0	14.8	11.0	-3.1	-5.1	-0.1	105.0	-3.8	3.0	1.0
CCCNC(=O)c1ccccc1NC(=O)c1ccc(CSc2ccccc2)cc1	-1.5	-1.8	6.8	nt	-18.0	0.0	95.0	-3.8	-0.1	-2.2
COC(=O)c1cn(CCC#N)nc1-c1ccc2ccccc2c1	0.7	-4.0	-4.4	-20.5	-4.7	0.0	94.0	-5.7	-7.2	0.2
CCCN1CNC(=S)N(c2ccc(C)cc2C)C1	-0.6	-1.1	-4.6	-0.2	-1.1	0.2	96.0	6.9	0.8	0.6
O=C(CSc1ccccc1F)NC(=O)NCc1ccco1	0.4	-1.6	-1.3	-15.3	-3.5	0.0	99.0	3.6	3.1	-0.1
O=C(COC(=O)C1=NN(c2ccccc2)C(=O)CC1)NCc1ccccc1Cl	-0.5	6.9	1.3	-2.8	-4.5	0.1	102.0	-0.2	2.2	1.7
Cc1ccc(C)c(NC(=O)CN(C)C(=O)CN2C(=O)NC3(CCc4ccccc43)C2=O)c1 (configuration not stated)	0.0	0.6	3.2	-5.4	9.4	0.1	95.0	-9.5	-0.3	0.8
COc1ccc(CN2CCCCC2c2cccnc2)c(OC)c1C (configuration not stated)	-2.2	2.2	4.0	-5.0	3.4	-0.1	101.0	-1.8	-5.7	1.2
O=C(c1ccc(F)cc1)n1ccc(-c2cnc(-c3ccccc3)s2)n1	-3.8	nt	-0.6	-6.8	-15.8	0.5	98.0	-13.5	2.1	-9.2
COc1ccc(NS(=O)(=O)c2cc(NC(=O)c3ccccc3F)ccc2N2CCCC2)cc1	-0.2	2.8	4.6	-2.9	-3.6	0.0	101.0	-3.0	-11.3	-5.5
COc1cc(-c2cc(NC(C)=O)c3ncc(-c4ccc(F)cc4)n3c2)cc(OC)c1OC	-2.1	-6.1	7.7	-5.0	53.9*	-0.2	97.0	-1.1	-4.3	-5.4
Cc1ccc(-c2csc(=Nc3cccnc3)n2CCCN2CCCC2=O)cc1C	-1.7	6.4	0.5	-5.4	5.0	-0.2	91.0	5.4	-4.9	-1.1
O=C(CN1CCOCC1)Nc1ccc(Oc2ccccc2)cc1	0.1	nt	2.1	-3.4	-1.4	0.1	98.0	-1.7	3.5	-0.9
CC(C)S(=O)(=O)c1cnc(-c2ccccn2)nc1N	-0.7	8.4	-13.0	3.7	0.3	-0.1	103.0	-1.9	0.2	3.0
Cn1c(CN2CCOCC2)nc2cc(NC(=O)COc3ccccc3)ccc21	0.0	4.2	-0.2	-2.3	2.6	-0.1	98.0	14.2	1.7	-0.7
COc1ccc(NC(=O)CSc2nc(C)cc(C(F)(F)F)n2)cc1	1.2	-0.6	0.2	nt	-6.2	0.1	96.0	-0.7	0.1	-0.9
CC(C)c1ccc(NC(=O)C2Cc3c(-c4ccc(Cl)cc4)ccnc3O2)cc1 (configuration not stated)	4.0	-5.3	-0.9	-6.2	-3.5	5.0*	101.0	-0.3	5.4	-11.4
O=C(CCN1CCN(CCO)CC1)Nc1ccc(OCc2ccccc2)cc1	-0.8	1.9	1.0	-4.1	8.2	0.0	96.0	-4.5	-9.0	-0.7
Cc1cccc(NC(=O)c2ccccc2[N+](=O)[O-])n1	-1.9	nt	1.4	nt	10.3	0.2	89.0	11.2	4.5	1.0
O=S(=O)(c1ccc(OCC(O)CN2CCN(c3ccccc3O)CC2)cc1)N1CCOCC1 (configuration not stated)	0.2	-1.5	-2.9	-5.6	1.1	0.4	97.0	-4.2	18.5*	-3.6
COc1cccc(S(=O)(=O)Nc2ccc3sc(C)nc3c2)c1	-1.8	-0.9	1.3	nt	-6.9	0.2	97.0	-1.9	2.7	-2.7
O=C(Nc1ccncc1)Nc1cccc(Cl)c1	-0.4	nt	-4.5	-8.3	-4.1	0.3	95.0	2.1	-4.0	-0.6
CCCCCCC(C)n1[nH]c(=O)c2c(C)cc(C)nc21 (configuration not stated)	-0.2	-4.1	1.1	-2.1	-9.0	0.0	102.0	7.1	1.9	-0.5
CN1CCN(C(=O)CN(C)S(=O)(=O)c2ccc3ccccc3c2)CC1	0.1	-1.4	2.3	-3.8	4.4	-0.1	99.0	-4.7	-3.1	0.9
N#Cc1c(-c2ccc([N+](=O)[O-])cc2)nc2n(c1=O)CCS2	-0.2	35.8	-4.1	-3.6	1.5	0.0	94.0	0.9	-3.2	0.0
CCCOc1ccc(/C=N/Nc2cc(N3CCOCC3)ncn2)c(O)c1	-0.3	0.0	14.8	-6.8	15.1	0.2	98.0	-6.3	-17.9	-9.8
Cc1ccc(N(Cc2ccccc2F)S(C)(=O)=O)c(C)c1	-2.1	23.4	0.1	-5.4	-5.3	-0.2	97.0	4.2	-1.7	-2.0
COCc1cc(C)nc(SCC(=O)Nc2ccc3c(c2)OCO3)c1C#N	-2.8	3.9	1.5	-2.1	7.6	0.5	98.0	-4.9	3.2	-1.7
COCc1cc(C)nc(N2CCc3ccccc32)c1C#N	-0.2	8.9	0.9	-4.5	-15.1	0.1	91.0	3.0	-0.2	1.3
CC(=O)N/N=C(\C)c1cccc(NC(=O)c2cccs2)c1	0.7	-2.4	0.2	-5.2	2.2	-0.1	102.0	16.8	5.2	-1.2
C=C(C)C1CC=C(C)/C(=N/NC(=O)CNc2ccc(C)cc2C)C1 (configuration not stated)	1.5	1.0	-1.8	-3.1	-2.3	0.2	95.0	-4.6	1.0	-3.4
O=C(Nc1nnc(COc2ccc(Br)cc2)s1)c1ccco1	-0.3	-17.9	4.0	-4.5	2.5	-0.3	100.0	-3.1	5.4	1.2
O=C(Cc1ncc(C(F)(F)F)cc1Cl)NCc1ccco1	0.6	14.4	-1.6	-5.6	-5.0	-0.1	100.0	-5.5	-0.6	2.0
CCOC(=O)CNc1nc(Cl)nc(Nc2ccccc2)n1	0.0	1.9	1.8	-4.6	-1.4	0.1	96.0	16.6	-1.0	3.9
C=CCSc1n[nH]c2nc3c(c(=O)n12)C1(CCCC1)Cc1ccccc1-3	0.3	2.4	-0.4	-4.7	9.9	0.5	103.0	-7.7	-2.9	0.8
Cc1ccc2nc(N3C(=O)C(O)=C(C(=O)c4ccco4)C3c3ccc(C)o3)sc2c1 (configuration not stated)	0.4	-3.3	-4.4	-4.8	-4.1	-0.1	102.0	9.3	4.2	0.1
COc1ccc2c(CC(=O)N[C@@H](Cc3ccccc3)C(=O)O)cc(=O)oc2c1C	-0.4	2.3	4.3	-4.3	1.2	0.0	98.0	3.1	-1.7	0.1
COc1cc2c(C#CCCO)c(-c3ccc(C#N)cc3)oc(=O)c2cc1OC	3.2	-3.4	0.0	-5.9	2.6	-0.2	95.0	-6.6	-2.4	-1.8
CC1CCc2c(sc(NC(=O)C3=COCCO3)c2C(N)=O)C1 (configuration not stated)	-3.1	1.4	12.7	-3.2	-23.0	-0.1	101.0	-4.4	4.0	-9.5
Cc1cc(C)c(C(=O)CC2(O)C(=O)Nc3ccccc32)cc1C (configuration not stated)	0.9	-1.9	-1.7	-4.4	5.8	0.2	102.0	-10.5	-4.6	-0.5
Cc1ccc(S(=O)(=O)Nc2nc(C)cc(-n3nc(C)cc3C)n2)cc1	-3.0	4.5	-5.5	-6.5	1.6	-0.1	98.0	-8.2	4.8	0.4
O=C(NNc1cccc([N+](=O)[O-])c1)/C(=C\c1cccnc1)NC(=O)c1ccccc1	-0.8	-0.1	-2.9	-14.3	0.2	-0.3	95.0	-1.3	-1.6	-1.3
COc1ccc2nc(C)cc(NCc3ccc(F)cc3)c2c1	-0.2	90.8*	35.0	-10.2	-11.5	0.9	878.0	16.0	-6.7	1.7

2 compounds from above, limited to Vif inh:
canonical_smiles,Vif inh
Cc1cc(C)c(C(=O)CC2(O)C(=O)Nc3ccccc32)cc1C (configuration not stated),-1.9
CCCCCCC(C)n1[nH]c(=O)c2c(C)cc(C)nc21 (configuration not stated),-4.1

Compounds as they come. About 3.1% of those tested had a hit in this group.
